PfGluPho inh – PfG6PD (Plasmodium falciparum) enzyme inhibition; PfGluPho enzyme, NADPH resazurin-diaphorase fluorescence; inhibition, % at 20 µM; 350,000 compounds, 0.78% hits;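 active = inhibition reaching at least a set limit at 20 µM in the primary screen, cut at about 59% in these data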;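 also: 0% = DMSO wells with substrate and 100% = DMSO wells lacking glucose-6-phosphate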
SENP8 block-1 – SENP8 protease inhibition. Q96LD8. purified SENP8, Z-RLRGG-aminoluciferin cleavage, luminescence. inhibition, % at 10 µM. 330,000 compounds, 1.2% hits. AID 2540; in the data active = inhibition above about 50%
Target sequence (Q96LD8 whole entry, looked up): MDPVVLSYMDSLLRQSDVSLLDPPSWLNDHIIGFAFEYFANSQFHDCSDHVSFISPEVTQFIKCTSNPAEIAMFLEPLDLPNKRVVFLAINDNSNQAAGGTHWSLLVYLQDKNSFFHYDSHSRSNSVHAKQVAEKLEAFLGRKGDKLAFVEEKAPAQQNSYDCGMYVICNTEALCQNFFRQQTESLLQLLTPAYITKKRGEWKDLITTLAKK
SENP1 inh – SENP1 (human) catalytic domain inhibition. AID 624204. recombinant SENP1 catalytic domain, CyPet-SUMO1-YPet FRET cleavage. 360,000 compounds, 0.21% hits. Q9P0U3. inhibition, % at 10 µM;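 active = inhibition at least 30% at 10 µM, raw YFP signal under a set limit, fluorescence ratio 0.5 to 1.5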;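 also: 0% = enzyme with DMSO and 100% = no enzyme wells; some results filed as inactive read as strong as hits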
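Assay system: hSENP1 catalytic domain, recombinant. Amount: SENP1 enzyme, 20 pM final. Schedule: 50 min reaction, RT, dark. Technique: FRET, CFP and YFP emission. Control set: no-enzyme wells low, DMSO-plus-enzyme wells high control.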
SENP7 inh – blocks the human protease SENP7. Q9BQF6. recombinant SENP7, Z-RLRGG-aminoluciferin luminescence, 40 min. inhibition, % at 5 µM. 330,000 compounds, 1.5% hits. AID 434973;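 active = inhibition above about 50% at the single test dose, limit read from the data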;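 also: plate controls were DMSO with enzyme for no effect and no enzyme buffer wells for full effect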
SENP8 block-2 – SENP8 (human) protease inhibition. recombinant SENP8, Nedd8 substrate fluorescence. inhibition, % at 20 µM. 360,000 compounds, 0.64% hits. AID 602440; in the data active = inhibition mostly above about 40%, no sharp cut-off; inactive = mostly below about 27%
MIN6 prolif – inducers of beta-cell replication in MIN6 cells. MIN6 cells proliferation, ATPlite luminescence, 48 h; cells starved in 0.2% serum; 100% = growth in 10% serum. 330,000 compounds, 0.29% hits. proliferation, % at 10 µM;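 active = compounds whose signal lies at least 3.5 SD above the mean of all wells on their plate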;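 also: 0% = DMSO-treated cells in low-serum medium and 100% = 10% serum control; some compounds called inactive have numbers as strong as hits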
HKDC1 inhibitor – HKDC1 (human) hexokinase inhibition | recombinant HKDC1, G6PDH/diaphorase resazurin coupled fluorescence | inhibition, % at 20 µM | Q2TB90 | 340,000 compounds, 0.16% hits | AID 493160;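 active = inhibition above about 35% when tested at 20 µM, limit read from the data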;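 also: plate controls were DMSO wells with enzyme for no effect and DMSO wells lacking enzyme for full effect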
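test system = in-house recombinant HK5 (HKDC1) enzyme | amount = HKDC1 at 5 µg/mL | control set = DMSO-enzyme wells negative, buffer-substituted wells positive | compound = one dose of 20 µM, 1% DMSO | schedule = reaction time 90 min, room temperature, protected from light | technique = resorufin fluorescence at 613 nm | reagent = glucose with 1 mM ATP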
SENP6 inh – inhibitors of human SENP6 protease; Recombinant SENP6 catalytic domain, aminoluciferin luminescence; inhibition, % at 10 µM; 330,000 compounds, 1.8% hits; AID 2599;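 active = inhibition above about 50% at the single tested dose, limit read from the data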;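 also: plate controls were DMSO wells with enzyme for no effect and DMSO wells lacking enzyme for full effect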
Target sequence (Q9GZR1 628-1112 limits assumed): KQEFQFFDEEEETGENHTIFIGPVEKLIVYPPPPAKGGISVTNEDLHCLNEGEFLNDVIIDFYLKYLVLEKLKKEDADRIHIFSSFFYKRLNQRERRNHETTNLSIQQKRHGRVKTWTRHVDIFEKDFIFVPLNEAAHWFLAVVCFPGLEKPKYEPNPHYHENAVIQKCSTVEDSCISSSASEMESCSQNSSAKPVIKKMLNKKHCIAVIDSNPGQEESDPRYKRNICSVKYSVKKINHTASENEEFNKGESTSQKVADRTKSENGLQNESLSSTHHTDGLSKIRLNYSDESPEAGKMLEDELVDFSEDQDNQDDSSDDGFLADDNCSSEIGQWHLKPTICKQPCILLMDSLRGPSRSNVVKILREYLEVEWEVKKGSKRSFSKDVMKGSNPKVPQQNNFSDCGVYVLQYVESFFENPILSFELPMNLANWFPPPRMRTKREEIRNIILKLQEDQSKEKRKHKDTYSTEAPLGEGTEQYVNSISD
UBC13 inh – human UBC13 polyubiquitination inhibition; P61088; UBC13 polyubiquitin chain formation, TR-FRET; inhibition, % at 20 µM; 330,000 compounds, 0.47% hits; in the data active = inhibition above about 45%, passing the limit was not always enough
Target sequence (P61088 whole entry, looked up): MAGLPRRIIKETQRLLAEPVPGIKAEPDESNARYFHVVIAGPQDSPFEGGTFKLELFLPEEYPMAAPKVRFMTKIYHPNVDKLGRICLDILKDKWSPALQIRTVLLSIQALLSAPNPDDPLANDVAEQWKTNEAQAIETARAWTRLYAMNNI
* = called active by the depositor; . = not tested or not shown. Hits appear at their usual frequency. Share with any hit: about 4%.

SMILES	PfGluPho inh	SENP8 block-1	SENP1 inh	SENP7 inh	SENP8 block-2	MIN6 prolif	HKDC1 inhibitor	SENP6 inh	UBC13 inh
O=C(Nc1cnn(Cc2c(Cl)cccc2Cl)c1)C(c1ccccc1)c1ccccc1	5	-1	-1	0	16	-4	1	-15	-6
Cc1ccc(N(C)C(=O)C2CCCN2S(=O)(=O)c2ccc3c(c2)n(C)c(=O)c(=O)n3C)cc1 (stereo not drawn)	25	-1	3	-4	-34	4	5	-22	15
O=C(CSc1ccccn1)N1CCCC(Nc2ccc(F)c(F)c2)C1 (stereo not drawn)	-5	-1	-33	11	3	3	-1	2	-6
C(=N\N1CCN(Cc2ccccc2)CC1)/c1cccs1	5	4	0	5	3	1	-1	-7	0
Cc1cc(C)n2nc(C(=O)OCC(=O)N(CC(C)C)CC(C)C)nc2n1	-8	-10	2	-2	12	1	-10	-13	-1
C#CC[N+](C)(C)CC#Cc1ccccc1	-9	-5	1	-9	6	0	-8	-24	-10
Cc1ccccc1-n1c(=O)n(Cc2ccco2)c(=O)c2[nH]cnc21	8	5	-7	1	-3	-1	-9	-3	7
COc1cc(NC(=O)c2ccc([N+](=O)[O-])o2)ccc1NC(=O)c1ccco1	22	3	1	7	44*	-8	1	6	-22
CCc1sc(-c2c(C#N)c(N)nc3c2CCCCCC3)cc1[N+](=O)[O-]	0	2	0	4	-15	0	-5	7	6
O=C(O)CSc1nc(-c2ccccc2)c(-c2ccccc2)[nH]1	-13	-6	0	-15	-354	-1	-5	-25	0
CCN(Cc1ccccc1)S(=O)(=O)c1ccc(C(=O)Nc2nnc(-c3ccccc3OC)o2)cc1	-40	4	2	9	16	-5	-6	2	-17
CC(=O)c1ccc2c(c1)OCCOCCOc1ccccc1OCCOCCO2	-1	-5	3	-5	33	-1	-8	-20	-1
O=C(CCN1CCCCO1)N1CCCC(N2CCN(c3ccc(F)cc3)CC2)C1 (stereo not drawn)	-9	1	-1	13	9	-3	4	1	-1
COc1ccc(Cn2nnnc2CN2CCC(O)(c3ccc(F)cc3)CC2)cc1	2	-11	1	-3	8	-3	-8	-12	-9
COc1ccc(CCNC(=O)c2ccc(NS(=O)(=O)c3c(C)noc3C)cc2)cc1OC	-21	8	1	6	6	-2	-7	-7	8
O=C(NCC(=O)N(Cc1ccccc1)C(C(=O)NC1CCCC1)c1ccco1)c1ccco1 (stereo not drawn)	4	8	0	8	9	-1	-4	7	1
COCc1cc(C)n(CC(=O)NC(C)c2ccccc2)c(=O)c1C#N (stereo not drawn)	-15	-1	-2	9	-304	0	-2	-4	7
CCOC(=O)C(C(=O)Nc1ccccn1)C1CCCCC1 (stereo not drawn)	-8	-1	-1	5	-51	-1	-1	-6	8
C[C@@H]1CN([C@H](C)CO)C(=O)c2cccc(NC(=O)c3ccncc3)c2O[C@@H]1CN(C)Cc1ccc(C(=O)O)cc1	-7	-11	-2	-11	8	-3	-6	-16	-12
Cc1cc(=O)oc2cc(OCC(=O)Nc3nnc(CC(C)C)s3)ccc12	0	3	-3	9	-172	-1	-1	5	-9
CCCCN1CCc2[nH]c(=S)[nH]c(=O)c2C1	-13	-3	-9	12	21	-2	-2	-2	2
CCCn1nc(C(=O)Nc2cccc(C(=O)OC)c2)c2ccccc2c1=O	17	-3	-1	6	8	3	3	5	8
Cc1ccc(-c2nnn(CC(=O)N(CCO)C(C(=O)NC3CCCCC3)c3ccncc3)n2)o1 (stereo not drawn)	-6	-3	1	-1	13	-1	-9	-1	1
CCC(CC)C(=O)Nc1cc(C)cc(C)c1	7	0	1	-1	12	0	0	2	6
CCOC(=O)c1nnn(-c2nonc2N)c1CN(C)C1CCCCC1	0	2	1	0	14	0	-5	-6	-10
O=C(CN1C(=O)c2ccccc2S1(=O)=O)Nc1ccc([N+](=O)[O-])cc1	-7	5	0	5	13	-3	-3	-4	-2
COc1ccccc1C=NN1CCCCCC1	-5	.	1	.	2	.	-7	.	.
Cc1ccccc1S(=O)(=O)N1CCN(C)CC1	-15	-6	0	-3	12	-3	-6	-32	-3
CC1=CC(C)C2C(=O)N(c3ccccc3)C(=O)C2C1 (stereo not drawn)	-10	5	-4	5	1	-1	2	-19	2
CCSc1nnc(NC(=O)CCC2CCCCC2)s1	-16	1	1	0	31	-3	-1	8	-1
N#CCCN1CCN(S(=O)(=O)c2ccc3c(c2)OCCCO3)CC1	2	-1	1	3	4	0	-5	-4	2
CCNC(=O)NC(=O)C(C)Sc1nc2ccccc2c(=O)n1-c1cccnc1 (stereo not drawn)	29	4	1	-2	5	4	3	-13	-6
O=C(COC(=O)C1CC1)Nc1ccc(N=Nc2ccccc2)cc1	-15	-28	1	-2	43*	-4	1	-13	-11
CC(C)c1cccc(C(C)C)c1NC(=O)CN1C(=O)NC2(CCCC2)C1=O	6	5	-1	4	10	2	-5	34	0
O=C(c1cc(-c2cccc(Cl)c2)on1)N1CCN(c2ccccc2)CC1	-8	-1	3	2	16	-2	-1	0	4
Cc1ccc2c(NC(=O)c3ccco3)cccc2n1	-8	-1	-8	3	2	-3	2	3	4
O=C(COC(=O)CNC(=O)c1ccc(Cl)cc1)NC1CCCCCC1	10	-4	1	-4	17	-5	-3	-2	-3
Cc1oc(-c2ccccc2Cl)nc1CSCC(=O)O	-27	-5	1	0	7	-3	1	-9	2
COc1cc(-c2cc(-c3ccc(N)cc3)[nH]c(=O)c2C#N)cc(OC)c1OC	4	6	-35	-7	-374	-3	-3	12	5
O=C(Cn1c2[n+](c3ccc(C(F)(F)F)cc31)CCCCC2)c1ccc2c(c1)OCCO2	-18	1	1	1	-26	0	14	-8	11
COc1ccc(/C=C/C(=O)NC(=S)Nc2cc3oc4ccccc4c3cc2OC)cc1	-6	-6	-1	-6	15	1	-2	-3	-22
Cc1ccccc1OCC(=O)Nc1ccc(S(=O)(=O)N2CCCC2)cc1	3	3	0	1	2	-2	-3	-5	0
O=C(NCc1ccccc1Cl)C1CCN(S(=O)(=O)N2CCCC2)CC1	-9	-10	3	4	7	0	-4	-13	-3
Cn1c(N)c(C(=O)CSc2ccc3c(c2)OCCO3)c(=O)n(C)c1=O	5	-12	0	3	24	-3	-6	-19	0
COc1ccccc1NC(=O)CN1CCN(CC(=O)Nc2ccc(OCc3ccccc3)cc2)CC1	10	-6	3	1	7	-3	4	2	19
O/N=C(/CN(O)/C=C1/C=CC=N1)c1cccs1	-8	0	-1	0	16	-2	-7	-7	1
Cc1cccc(NC(=O)Cn2nc(-c3cccs3)ccc2=O)c1C	24	3	2	-3	-36	-2	-9	5	7
Cc1ccc(N=C(NO)c2cnccc2C(F)(F)F)c(C)c1	-14	7	-4	9	10	0	-3	19	3
CCN(CC)S(=O)(=O)c1ccc(NS(=O)(=O)c2ccc(C)c(C)c2)cc1	-24	7	0	7	20	2	0	-9	6
CC(C)Cc1ccc(-c2cc(=O)[nH][nH]2)cc1	-11	-5	1	-3	25	-4	-7	19	-4
COc1ccc(N(CC(=O)NC2CCCCC2)C(=O)CNC(=O)c2ccco2)cc1	-18	-5	2	5	13	2	-7	-6	-1
Cc1cc(S(=O)(=O)NCCN2CCOCC2)c(C)s1	-10	-4	1	-5	16	0	1	-4	-4
Nc1ccc(-c2cnc[nH]2)cc1[N+](=O)[O-]	-4	2	2	-7	12	-1	3	-18	-273
Cc1cc(-c2ccc(N3C(=O)CCC3=O)c(C)c2)ccc1N1C(=O)CCC1=O	-14	2	-2	-1	14	3	-10	-2	3
CCOC(=O)C1CCN(C(=O)Cn2cc3c(n2)CCC(C)C3)CC1 (stereo not drawn)	12	1	-2	-10	-2	-1	-3	7	9
CCc1ccc(N(CC(=O)NC(C)C)C(=O)CCC(=O)Nc2nccs2)cc1	-1	-10	14	-7	15	-3	-5	14	-4
COc1cc(C(=O)Nc2ccccc2N2CCOCC2)ccc1OCC(=O)N1CCOCC1	-5	4	-1	-1	20	-1	-5	21	4
O=C(/C=C/c1cccc([N+](=O)[O-])c1)Nc1ccc(Cl)cn1	-1	-3	-1	-5	10	-3	-6	23	-8
CCOC(=O)N1CCN(Cc2ccc(F)cc2F)CC1	-3	1	0	-6	15	-2	-14	9	4
Cc1ccc(Nc2cc(C)nc3c(C)cccc23)cc1	6	3	-6	-7	-180	-1	3	-4	1

Further records:
SMILES	PfGluPho inh	SENP8 block-1	SENP1 inh	SENP7 inh	SENP8 block-2	MIN6 prolif	HKDC1 inhibitor	SENP6 inh	UBC13 inh
O=C(C1CCCO1)N1CCN(C(=S)Nc2ccc(F)c(Cl)c2)CC1 (stereo not drawn)	6	-3	7	-8	0	-2	-9	-18	12
CCN1C(=O)C(CC(=O)NC)N(NC(=O)c2ccccc2)C1=S (stereo not drawn)	-1	7	1	4	20	-2	-2	17	3
Cc1ccc(-n2c(SCC(N)=O)nnc2-c2cnccn2)cc1	-4	-6	0	-8	14	0	-6	-5	-4
COCc1nnc(NC(=O)c2ccc3c(c2)OCO3)s1	21	1	2	12	-16	-2	-8	14	-2
CC(=O)Nc1ccc(Nc2nc(C(F)(F)F)nc3c2nnn3Cc2ccccc2Cl)cc1	9	-8	-2	8	-99	-4	-2	-5	7
O=C(NC1CCCc2ccccc21)c1cccc(F)c1 (stereo not drawn)	6	.	-1	.	8	.	2	.	.
COc1ccc(Cn2c(-c3ccccc3)nc3c(c(=O)c4ccccc4n3C)c2=O)cc1	8	-15	0	-6	1	-4	-7	-15	5
CCN1/C(=C/c2ccc3cc(C)cc(C)c3[n+]2CC)Sc2cc(C)ccc21	43	.	74	.	23*	.	7	.	.
CCCC(=O)N1CCN(c2ccc(NC(=O)c3ccc(Br)o3)cc2)CC1	2	-1	2	-3	15	-2	-3	-5	-4
c1ccc2c(c1)NCC1CCCN21 (stereo not drawn)	54	-1	2	11	29	-5	7	-6	-4
CCOC(=O)Cc1csc(Nc2c(C)n(C)n(-c3ccccc3)c2=O)n1	-7	-8	-1	-1	14	-2	-12	-27	-3
CCOc1ccc(/C(C)=N/NC(=O)Cn2nc([N+](=O)[O-])cc2C)cc1	-16	-6	0	-13	21	-1	2	-16	-4
CCOC(=O)C1(C(N)=O)OC1(c1ccc(Cl)cc1)c1ccccc1Cl (stereo not drawn)	15	.	3	.	15	.	-4	.	.
O=C(COc1ccc(Cl)cc1Cl)N1CCCN(C(=O)COc2ccc(Cl)cc2Cl)CC1	-7	-13	1	-1	19	-6	4	8	6
Cc1[nH]c2ccccc2c1C(=O)CN1CCC(C)CC1	1	-1	-2	-1	17	1	0	12	5
CCN1C[C@@H]2[C@@H]3C(=O)N(Cc4ccccc4)C(=O)[C@@H]3[C@](C)(C1=O)N2C(=O)c1ccc(C)cc1	3	.	2	.	6	.	1	.	.

Random excerpt: three entries already listed, in no set order.
SMILES	PfGluPho inh	SENP8 block-1	SENP1 inh	SENP7 inh	SENP8 block-2	MIN6 prolif	HKDC1 inhibitor	SENP6 inh	UBC13 inh
CCCn1nc(C(=O)Nc2cccc(C(=O)OC)c2)c2ccccc2c1=O	17	-3	-1	6	8	3	3	5	8
COc1cc(NC(=O)c2ccc([N+](=O)[O-])o2)ccc1NC(=O)c1ccco1	22	3	1	7	44*	-8	1	6	-22
Cc1ccc(-n2c(SCC(N)=O)nnc2-c2cnccn2)cc1	-4	-6	0	-8	14	0	-6	-5	-4

Screening results from PubChem.
